Source: PubChem BioAssay (The Scripps Research Institute Molecular Screening Center)
TDP2 absorb: TDP2 (human) inhibition, absorbance primary screen. O95551. recombinant TDP2, T5PNP hydrolysis, p-nitrophenol absorbance 415 nm. inhibition, % at 12.8 µM. hit rate 0.34% among 370,000. AID 720702;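 active = inhibition above the mean of all tested compounds plus 3 SD, set per campaign, cut at about 25% in these data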;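 note: 0% = DMSO with enzyme and 100% = buffer with substrate but no TDP2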
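Read-out basis: percent inhibition. System: recombinant human TDP2. Buffer or medium: Mg2+-containing Tris-HCl buffer, pH 7.5. Repeats: single replicate. Timing: reaction 2 h, 37 °C. Benchmarks: high control without enzyme, low control DMSO plus TDP2. Probe or stimulus: 5 mM T5PNP. Doses: 12.8 µM only. Measured by: epi absorbance of p-nitrophenol freed from T5PNP by hydrolysis.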
LEDGF integ inh: blocks HIV-1 LEDGF/p75-dependent DNA integration | TR-FRET IN-LEDGF/p75 DNA integration, Eu/Cy5 | inhibition, % at 3.7 µM | hit rate 0.64% among 370,000 | AID 743269;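 active = inhibition above the screen-wide mean plus 3 SD, cut at about 13% in these data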;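 note: signal is the Cy5 over europium emission ratio at 671 and 618 nm; 0% = plate median of compound wells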
Tn7 DDE FP: disrupts Tn7 cyclic peptide binding to fibrin D-Dimer-E complex; P02675; FP displacement of FITC-Tn7 peptide from fibrin DD(E); 0% = median of compound wells per plate; hit rate 0.13% among 370,000; inhibition, % at 8.3 µM;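 active = inhibition above the mean of compounds falling within the control limits plus 3 SD of them, cut at about 14% in these data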;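 note: 0% = plate median of compound wells and 100% = 10 µM Aha-Tn7 peptide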
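Measure: % inhibition scaled between sample-field median and high-control FP; Test system: human fibrin DD(E); Quantity: 2 µM final DD(E) protein; Doses: one dose, 8.3 µM nominal; Schedule: compound with protein 10 min, then 3 h after probe, room temperature; Detection: fluorescence polarization; Medium: Tris buffer with calcium and detergent, pH 7.8.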
ARFGAP1 inhibitor: inhibitors of rat ARFGAP1. Q62848. Arfgap1-stimulated ARF1 GTP hydrolysis, GDP FP detection. inhibition, % at 16.5 µM. hit rate 0.26% among 360,000. AID 651572;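 active = inhibition above a per-plate limit, mean inhibition of low control wells plus 3 SD, cut at about 25% in these data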;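 note: 0% = DMSO wells with enzyme and 100% = wells lacking Arfgap1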
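system = rat Arfgap1 catalytic domain, aa 1-136 | technique = FP, GDP Alexa 633 tracer displaced from anti-GDP antibody, 620/688 nm | compound = one concentration, 16.5 µM, DMSO 1.26% | medium = HEPES-based buffer, pH 7.5 | timing = compound-enzyme preincubation 20 min, reaction 120 min, detection 60 min, 25 °C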
ADAM17 inh: ADAM17 inhibition, QFRET primary screen | P78536 | recombinant ADAM17, EDANS/DABCYL FRET peptide cleavage | inhibition, % at 6.95 µM | hit rate 0.83% among 370,000;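 active = inhibition above the mean of compounds lying between control limits plus 3 SD, set per campaign, cut at about 8.5% in these data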;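 note: 0% = DMSO-only wells as the low control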
Target sequence (P78536 215-824 limits assumed): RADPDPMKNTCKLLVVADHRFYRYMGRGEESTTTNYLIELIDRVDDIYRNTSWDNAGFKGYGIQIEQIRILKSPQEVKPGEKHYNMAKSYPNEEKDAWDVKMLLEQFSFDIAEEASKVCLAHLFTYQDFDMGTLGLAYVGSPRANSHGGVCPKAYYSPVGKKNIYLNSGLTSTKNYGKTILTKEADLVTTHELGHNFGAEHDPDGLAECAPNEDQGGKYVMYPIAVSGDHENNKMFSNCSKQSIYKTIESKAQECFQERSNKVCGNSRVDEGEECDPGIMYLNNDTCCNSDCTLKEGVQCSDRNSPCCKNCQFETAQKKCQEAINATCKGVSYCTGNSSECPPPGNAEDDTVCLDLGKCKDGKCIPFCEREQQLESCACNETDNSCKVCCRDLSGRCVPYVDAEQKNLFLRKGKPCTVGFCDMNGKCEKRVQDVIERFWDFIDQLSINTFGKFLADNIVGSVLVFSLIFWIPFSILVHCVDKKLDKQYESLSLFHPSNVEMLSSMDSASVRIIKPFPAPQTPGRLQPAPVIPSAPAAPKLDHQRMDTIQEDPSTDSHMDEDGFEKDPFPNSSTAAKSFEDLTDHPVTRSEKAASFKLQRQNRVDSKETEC
proKLK7 act: activates the human kallikrein-7 zymogen | activation, % at 7 µM | hit rate 0.9% among 370,000 | purified proKLK7, EDANS-DABCYL substrate fluorescence; 100% is mature enzyme control, 0% vehicle | P49862;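 active = activation above the mean of all tested compounds plus 3 SD, computed per campaign excluding outliers beyond control limits, cut at about 13% in these data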
PLCg1 inh: blocks human PLC-gamma1 enzyme activity; P19174; purified PLC-gamma1, fluorogenic substrate, fluorescence; inhibition, % at 12.2 µM; hit rate 0.84% among 370,000; AID 720700; in the data active = inhibition above about 9.5%
DDE Tn6 FP inh: inhibitors of Tn6 peptide binding to human fibrin DD(E) | Fibrin DD(E) TRITC-Tn6 fluorescence polarization displacement | P02675 | AID 720509 | inhibition, % at 8.3 µM | hit rate 0.21% among 370,000;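 active = inhibition above a per-campaign cutoff: mean of compounds within control limits plus 3 SD, cut at about 15% in these data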;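 note: 0% = median of all compound wells on the plate and 100% = blocking peptide control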
ADAM10 inh: inhibitors of human ADAM10 | inhibition, % at 7 µM | hit rate 0.62% among 370,000 | recombinant ADAM10, EDANS/DABCYL FRET peptide cleavage, 3 h;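 active = inhibition above a per-campaign cutoff equal to the mean of compounds falling between control-based bounds plus 3 SD, cut at about 20% in these data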;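 note: 0% = DMSO wells while the 100% control is not disclosed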
ASAP1 inh: inhibitors of human ASAP1 ArfGAP activity; ASAP1-stimulated ARF1 GTP hydrolysis, GDP FP detection; hit rate 0.19% among 360,000; Q9ULH1; inhibition, % at 16.5 µM; AID 624377; in the data active = inhibition above about 25%;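 note: 0% = vehicle with enzyme and substrate and 100% = no enzyme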
Target sequence (Q9ULH1 325-724 limits assumed): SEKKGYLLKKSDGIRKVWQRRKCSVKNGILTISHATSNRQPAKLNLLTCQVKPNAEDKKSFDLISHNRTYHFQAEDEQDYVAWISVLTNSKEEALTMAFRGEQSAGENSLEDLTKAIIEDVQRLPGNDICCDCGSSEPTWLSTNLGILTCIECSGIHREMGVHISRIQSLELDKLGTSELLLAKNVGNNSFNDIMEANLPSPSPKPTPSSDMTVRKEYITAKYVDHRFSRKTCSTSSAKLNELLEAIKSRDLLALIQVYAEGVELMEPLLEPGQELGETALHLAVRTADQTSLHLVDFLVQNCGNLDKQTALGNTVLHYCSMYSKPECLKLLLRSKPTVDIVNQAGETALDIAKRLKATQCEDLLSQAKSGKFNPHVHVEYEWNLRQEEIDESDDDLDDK
Starred values were filed as active, the others as inactive.

SMILES	TDP2 absorb	LEDGF integ inh	Tn7 DDE FP	ARFGAP1 inhibitor	ADAM17 inh	proKLK7 act	PLCg1 inh	DDE Tn6 FP inh	ADAM10 inh	ASAP1 inh
COc1ccc(CC(=O)Nc2c3c(nn2-c2cccc(C)c2C)CS(=O)C3)cc1 (stereo unspecified)	-11.8	4.2	-2.4	10.5	-5.7	-0.1	2.6	-9.7	4.6	8.3
CSC1=NCCN1S(=O)(=O)c1ccc(NC(C)=O)cc1	-0.7	-0.8	-2.9	-6.4	1.3	0.1	-0.2	4.3	2.5	13.7
Cc1ccc(OCC(=O)OCC(=O)N2c3ccccc3CC2C)cc1C (stereo unspecified)	2.8	6.4	-1.8	-7.0	4.0	-0.4	-1.5	4.3	6.7	8.9
Cc1cc(C)nc(N/N=C/C2=C(N3CCOCC3)C(=C\c3ccc(Cl)cc3)/CC2)n1	10.0	4.7	-4.8	1.1	-8.0	-0.2	-31.3	4.3	-31.8	-5.3
CCN1C(=O)N(CC)C2NC(=S)NC21 (stereo unspecified)	9.4	3.0	3.9	-4.0	-4.7	-0.4	-0.3	7.9	-2.9	-7.9
CN1/C(=C\C(=O)CSc2cccc[n+]2[O-])C(C)(C)c2ccccc21	7.5	-1.3	-7.9	0.7	-16.2	1.1	-20.6	0.4	-50.1	14.7
CC(=O)N1CCN(S(=O)(=O)c2cccc(C(=O)Nc3nc4c(s3)CCCC4)c2)CC1	-3.3	-1.4	9.0	16.5	-0.3	0.7	-9.6	-1.4	-0.4	14.0
Cc1ccc(NC(=O)C2CCC(CNc3c(N4CCC(C)CC4)c(=O)c3=O)CC2)cc1F (stereo unspecified)	4.2	1.8	0.1	6.3	-3.0	-0.8	0.1	-0.1	-4.2	6.3
COc1ccc(S(=O)(=O)NCc2ccco2)cc1C(=O)N1CCOCC1	11.3	1.8	7.4	-12.7	-1.0	0.0	-3.0	-0.4	3.3	0.0
CC1CN(c2ccc([N+](=O)[O-])cn2)CC(C)O1 (stereo unspecified)	-6.5	0.2	-5.3	-7.7	1.8	0.4	3.2	0.7	-0.1	15.6
COc1cc(NC(=O)CSc2nc(C)c(C)c(C)n2)cc(OC)c1	-7.3	-1.3	4.5	-0.3	-3.1	0.2	-2.0	10.9	0.6	2.0
CC(=O)Nc1ccc(CN2C(=O)C(C)(C)ON=C2c2ccc(NC(C)=O)cc2)cc1	7.1	-4.3	-2.9	1.2	-2.5	-0.3	-0.5	-2.5	-12.4	3.7
O=C(c1cccc(S(=O)(=O)Nc2ccc(Br)cc2)c1)N1CCC1	-11.7	0.6	-3.6	-5.5	-2.7	0.5	4.1	-4.9	1.5	0.2
COc1cccc(C(=O)Nc2ccc(NC(C)=O)cc2)c1	0.8	3.1	-2.3	-10.4	-2.5	-0.8	2.0	-3.3	1.4	-9.1
COc1ccc(N(C)C(=O)CC2(CC(=O)O)CCCCC2)cc1	1.7	2.5	4.7	-1.4	-3.8	-0.4	-0.5	6.4	-7.6	0.3
CCC(=O)N1CCc2cc(S(=O)(=O)N3CCN(c4ccccc4)CC3)ccc21	-16.1	-1.4	4.8	-4.5	-1.7	-0.2	4.0	6.3	3.8	-5.6
COc1ccccc1Cc1c(-c2ccc(OC)c(OC)c2)nc2ccc(C)cn12	7.7	-0.8	5.7	-12.4	-63.7	-4.6	-43.7	-7.9	-202.0	3.9
Cc1coc2c(C)c3oc(=O)c(CCC(=O)NCCCN4CCOCC4)c(C)c3cc12	-4.0	5.6	-4.5	1.4	-57.3	9.3	-147.5	0.1	-204.3	-7.1
CCOC(=O)c1sc(NCc2ccco2)c(-c2nc3ccccc3s2)c1N	-6.9	2.4	-1.4	10.8	-2.3	-9.3	-96.5	-2.0	-10.7	7.8
O=C(NC(=S)Nc1ccc(S(=O)(=O)N2CCCC2)cc1)C1CCC1	9.2	5.0	-0.5	-3.9	-1.3	-0.6	5.9	-11.1	-2.7	5.1

An excerpt from above in order of their number in Tn7 DDE FP, high to low:
compound	TDP2 absorb	LEDGF integ inh	Tn7 DDE FP	ARFGAP1 inhibitor	ADAM17 inh	proKLK7 act	PLCg1 inh	DDE Tn6 FP inh	ADAM10 inh	ASAP1 inh
CCN1C(=O)N(CC)C2NC(=S)NC21 (stereo unspecified)	9.4	3.0	3.9	-4.0	-4.7	-0.4	-0.3	7.9	-2.9	-7.9
CCOC(=O)c1sc(NCc2ccco2)c(-c2nc3ccccc3s2)c1N	-6.9	2.4	-1.4	10.8	-2.3	-9.3	-96.5	-2.0	-10.7	7.8
Cc1coc2c(C)c3oc(=O)c(CCC(=O)NCCCN4CCOCC4)c(C)c3cc12	-4.0	5.6	-4.5	1.4	-57.3	9.3	-147.5	0.1	-204.3	-7.1

New compounds follow:
SMILES	TDP2 absorb	LEDGF integ inh	Tn7 DDE FP	ARFGAP1 inhibitor	ADAM17 inh	proKLK7 act	PLCg1 inh	DDE Tn6 FP inh	ADAM10 inh	ASAP1 inh
CCN(CC)S(=O)(=O)c1ccc(OC)c(NC(=O)CSCc2c(C)noc2C)c1	-0.5	-3.0	5.4	6.4	-0.7	-0.7	-1.9	-0.8	-5.5	2.2
Nc1ccc(S(=O)(=O)Nc2nccs2)cc1N=Nc1ccccc1[N+](=O)[O-]	-3.1	6.6	7.3	12.6	-2.3	-0.7	4.2	-12.4	22.3*	11.9
CCOCCn1c(C(C)O)nc2ccccc21 (stereo unspecified)	-8.7	3.6	8.3	-2.9	-5.7	1.2	10.4*	0.8	-5.0	7.3
CC1CCCCN1S(=O)(=O)c1ccc(C(=O)Nc2nnc(-c3ccccc3Cl)o2)cc1 (stereo unspecified)	-5.7	-1.0	3.0	-3.1	3.8	1.2	2.1	0.2	8.8	8.4
O=C(N[C@@H](Cc1ccccc1)C(=O)NC1CC1)c1ccc(Cl)cc1	-10.0	9.1	-5.4	-3.8	1.1	0.1	10.5*	-9.3	-2.1	1.8
Cc1ccc(S(=O)(=O)N2CCCC2C(=O)NCCc2nc3ccccc3[nH]2)cc1 (stereo unspecified)	8.6	0.7	1.2	-2.1	-1.4	0.1	2.1	-1.4	0.6	-4.6
COc1ccccc1-c1ccc2nnc(SC)n2n1	-5.9	-1.0	-0.1	8.7	-24.1	2.6	-376.0	5.0	-71.0	-5.7
COCCn1c(SCC(=O)Nc2nnc(C)s2)nnc1-c1ccco1	3.1	0.5	-0.2	-3.3	-1.0	0.3	0.8	-3.4	-2.2	-4.3
CCOC(=O)N1CCN(S(=O)(=O)N2CCCC(C(=O)NCc3ccc(F)cc3)C2)CC1 (stereo unspecified)	13.0	0.3	4.1	2.2	-1.1	0.1	-0.7	5.1	-9.9	-5.6
NS(=O)(=O)c1cccc(NC(=O)CCC(=O)c2cccs2)c1	1.2	2.2	3.1	-3.6	2.5	-0.4	4.9	2.3	-3.1	-12.8
O=C(NCCc1ccc(Cl)cc1)C1CCN(S(=O)(=O)N2CCCC2)CC1	7.4	2.8	4.4	10.6	-0.9	0.0	2.8	-6.4	1.9	0.0
O=C(Nc1ccon1)c1cccc(S(=O)(=O)N2CCCCCC2)c1	2.2	-1.0	-0.4	4.5	0.3	0.0	4.1	-0.2	6.1	-9.6
C=CCC1=C/C(=C\c2c(N)n3nc(CC(=O)N4CCOCC4)sc3nc2=O)C=C(OC)C1=O	7.9	5.1	-1.9	7.7	-13.4	-0.8	-46.9	-7.8	-54.6	-5.8
COc1ccc(Nc2nc3c(C)cccn3c(=O)c2C=O)cc1	-0.6	1.0	-2.6	-1.7	-1.6	-0.1	0.8	-2.4	2.9	5.8
CC(C)(C)NC(=O)C(c1cccs1)N(Cc1cccs1)C(=O)c1ccc(CN2CCOCC2)o1 (stereo unspecified)	4.5	-1.9	1.9	-3.5	-2.8	0.7	-2.8	-6.6	-3.8	5.6
CN(C)C(=O)c1ccc(NC(=O)CC2SC(N3CCCC3)=NC2=O)cc1 (stereo unspecified)	5.2	-0.6	4.8	0.5	-2.9	0.7	-3.3	2.2	-8.9	5.1
Cc1ccc(C)c(NC(=O)Cn2nc(C(F)(F)F)cc2C2CC2)c1	1.5	-0.3	-2.3	-1.6	0.5	-0.2	2.3	1.4	5.6	13.2
CCOc1ccc2c(c1)nc(NCCCO)n2Cc1ccccc1	2.1	-6.5	0.3	-1.7	-7.0	0.0	-0.5	2.5	-11.0	16.8
COc1cc2c(cc1OC)C(C(=O)O)C(c1cc(Br)c(O)c(OC)c1)N(C)C2=O (stereo unspecified)	8.2	-0.8	-0.4	0.0	-3.9	-0.3	-1.2	4.1	-6.8	-1.2
Cc1cc(Cl)ccc1OCCn1cncn1	0.6	-0.8	6.7	-10.7	-2.6	0.3	0.0	-5.0	1.9	-3.3
Cc1cc(C)n2c(SC/C(O)=C(\C#N)c3nc4ccccc4[nH]3)nnc2n1	12.9	4.5	-3.7	9.8	-3.7	-0.2	-33.8	1.8	-7.1	15.3
OC(COCc1ccccc1F)CN1CCCCC1 (stereo unspecified)	1.7	-1.1	3.8	-2.8	-3.8	1.1	-0.3	7.2	-1.0	0.9

Profiles, looked up by structure.
`C=CCC1=C/C(=C\c2c(N)n3nc(CC(=O)N4CCOCC4)sc3nc2=O)C=C(OC)C1=O` is listed as TDP2 absorb: 7.9; LEDGF integ inh: 5.1; Tn7 DDE FP: -1.9; ARFGAP1 inhibitor: 7.7; ADAM17 inh: -13.4; proKLK7 act: -0.8; PLCg1 inh: -46.9; DDE Tn6 FP inh: -7.8; ADAM10 inh: -54.6; ASAP1 inh: -5.8
`Cc1cc(C)n2c(SC/C(O)=C(\C#N)c3nc4ccccc4[nH]3)nnc2n1` is listed as TDP2 absorb: 12.9; LEDGF integ inh: 4.5; Tn7 DDE FP: -3.7; ARFGAP1 inhibitor: 9.8; ADAM17 inh: -3.7; proKLK7 act: -0.2; PLCg1 inh: -33.8; DDE Tn6 FP inh: 1.8; ADAM10 inh: -7.1; ASAP1 inh: 15.3
`COc1ccc(Nc2nc3c(C)cccn3c(=O)c2C=O)cc1` is listed as TDP2 absorb: -0.6; LEDGF integ inh: 1.0; Tn7 DDE FP: -2.6; ARFGAP1 inhibitor: -1.7; ADAM17 inh: -1.6; proKLK7 act: -0.1; PLCg1 inh: 0.8; DDE Tn6 FP inh: -2.4; ADAM10 inh: 2.9; ASAP1 inh: 5.8
